ALOX12 inh – blocks human arachidonate 12S-lipoxygenase. purified 12hLO, xylenol orange hydroperoxide absorbance. Potency, µM (titrated, usually from 108 µM), for the others: at the highest dose activity change, negative = inhibition, hits mostly inhibitors. 580,000 compounds, 1.1% hits. AID 1671190; active means well fitted inhibition curve with a large enough effect; inconclusive means small, poorly fitted or top-dose-only effect, or another doubt; inactive means no such curve, though single readings can be large or run the other way
Target sequence (P18054 whole entry, looked up): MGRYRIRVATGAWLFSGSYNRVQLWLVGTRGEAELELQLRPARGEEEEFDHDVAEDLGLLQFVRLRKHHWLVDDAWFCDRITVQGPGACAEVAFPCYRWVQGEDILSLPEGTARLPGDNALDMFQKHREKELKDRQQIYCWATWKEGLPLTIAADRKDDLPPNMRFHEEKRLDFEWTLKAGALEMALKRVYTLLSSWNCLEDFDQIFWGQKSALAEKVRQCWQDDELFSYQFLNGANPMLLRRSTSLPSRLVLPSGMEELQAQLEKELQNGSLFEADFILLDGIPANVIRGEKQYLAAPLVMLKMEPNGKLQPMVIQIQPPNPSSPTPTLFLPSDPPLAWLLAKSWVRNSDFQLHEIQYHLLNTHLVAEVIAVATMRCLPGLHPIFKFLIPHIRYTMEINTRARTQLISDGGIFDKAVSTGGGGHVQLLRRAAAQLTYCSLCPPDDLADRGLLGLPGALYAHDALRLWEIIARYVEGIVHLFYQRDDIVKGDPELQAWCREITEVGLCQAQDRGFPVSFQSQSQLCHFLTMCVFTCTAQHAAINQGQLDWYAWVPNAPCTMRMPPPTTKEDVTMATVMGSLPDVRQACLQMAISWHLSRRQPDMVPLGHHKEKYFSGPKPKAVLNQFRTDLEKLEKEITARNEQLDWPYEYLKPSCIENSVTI
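Purified human 12hLO at 150 nM in 25 mM Hepes, 0.01% Triton X-100, pH 7.0, preincubated 15 min at room temperature with compound. Reaction started with 40 uM arachidonic acid, 30 min at room temperature. Hydroperoxide measured by Fe-xylenol orange, 573/405 nm absorbance ratio.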
An asterisk follows results filed as active; ? = inconclusive; & = joins results of further samples; [ ] = another dose, or the depositor's remark. On the % scale 0 is the no-effect control and ±100 the full control effect; potency means the concentration at half of the fitted maximal effect. This is a subset; count on the stated rates, not on these rows.

smiles | ALOX12 inh
O=C(OCc1cn([C@H]2C[C@H](c3ccccc3)N(Cc3cccs3)C[C@@H]2O)nn1)c1ccccc1 | -3%
CC(Oc1ccccc1)C(=O)NCc1nnc2ccc(-c3ccc(F)cc3)nn12 (stereo not drawn) | 30%
O=C(Cn1ccn2nc(-c3ccc(F)cc3)c(CO)c2c1=O)Nc1cccc(Cl)c1 | 4%
COc1ccc(OC)c(S(=O)(=O)Nc2ccc(-c3cn4ccc(C)nc4n3)cc2)c1 | ?
COCCN1C(=O)c2ccccc2C(C(=O)Nc2ccc(NC(C)=O)cc2)C12CCCC2 (stereo not drawn) | 25%
COc1ccc(NC(=O)C(=O)c2c(C)[nH]c3ccccc23)cc1OC | 4%
COc1ccc(/C=C/C(=O)c2ccc(OC(C)C(=O)O)cc2)cc1O (stereo not drawn) | -47%
CCC(C(=O)Nc1nc2ccc(C)cc2s1)c1ccccc1 (stereo not drawn) | ?
CS(=O)(=O)c1ccc(CN2CCOC[C@H]2c2ncc(-c3ccncc3)[nH]2)cc1 | 51%[activator][176 µM]
CCCCCN(CCCCC)C(=S)Nc1cccc(Cl)c1 | ?
COc1ccc(Cl)cc1S(=O)(=O)N1CCc2nn(CC3CC3)c(=O)n2CC1 | 24%
CC(=O)N1CC2(CCCN2C2COC2)Cc2ccccc21 (stereo not drawn) | -2%[12.5 µM]

Continued:
smiles | ALOX12 inh
COc1ccc(OC)c(-c2csc(NC(=O)c3n[nH]c(=O)c4ccccc34)n2)c1 | 4%
O=C1CCN(C(=O)[C@@H]2CCCN2S(=O)(=O)c2cccs2)CCCCCCN1 | 31%[activator]
CC(C)C(=O)Nc1ccc(CNC(=O)C2CCC(C(C)(C)C)CC2)cc1 (stereo not drawn) | ?
COc1ccc(-c2c(C)c3ccc(OC(=O)N4CCOCC4)cc3oc2=O)cc1 | 30%
CCCNC(=O)C1(C)CCN(Cc2csc(-c3ccc(Cl)cc3)n2)C1 (stereo not drawn) | -29%
CC1(C(=O)NS(=O)(=O)c2ccccc2C(F)(F)F)CCN1C(=O)COc1ccc(Cl)cc1 (stereo not drawn) | -26%
CN1CC2(CCN(C(=O)Cn3c(=O)oc4ccccc43)CC2)CC1C(=O)N1CCOCC1 (stereo not drawn) | 44%
COc1cc(OC)cc(C(=O)Nc2c(NCc3ccccc3)c3ccccc3oc2=O)c1 | 41%[activator]
COc1ccc(S(=O)(=O)N2CCC3(CC2)N=C(c2cccs2)C(=O)N3)cc1 | 2%
CC(OC(=O)Cc1n[nH]c(=O)c2ccccc12)C(=O)NCc1ccccc1 (stereo not drawn) | 8%
CC(=O)N1C[C@H]2CON(C)[C@H]2C[C@H]1c1ccccc1 | 12%
CCOC(=O)c1cc(CC)sc1NC(=O)Cn1nnc(-c2ccc(C)cc2)n1 | -2%

Further results follow.
smiles | ALOX12 inh
COCCOCc1nc(C2CCN(S(=O)(=O)c3c(C)noc3C)CC2)no1 | 45%[activator]
Cc1c(C=O)c(C=O)c(C)n1-c1ccc(F)cc1 | -8%
COCC(=O)Nc1ccc(-c2noc([C@@H]3CCCN3Cc3ccc(OC(F)(F)F)cc3)n2)cn1 | 25%
O=C(NCC(F)(F)F)C1CN(c2ccc(F)cc2)C(=O)N1 (stereo not drawn) | 5%[176 µM]
O=C(CSc1ccccc1C(=O)Nc1ccc2[nH]c(=O)[nH]c2c1)NCc1ccco1 | -33%
C[C@@H]1CN([C@@H](C)CO)S(=O)(=O)c2ccc(Br)cc2O[C@@H]1CN(C)C(=O)c1ccccn1 | ?
COc1ccc(N2CC(C(=O)N3CCC(C(=O)NCc4cccs4)C3)NC2=O)cc1 (stereo not drawn) | 61%&35%[activator]
c1cc(-c2ccsc2)n2ccnc2c1 | -6%
CCC(CC)C(=O)N1CCC(N2C(=O)CCC2C(=O)NCc2ccccc2)CC1 (stereo not drawn) | 56%[activator]
O=C(Cn1nc2n(c1=O)CCCC2)Nc1ccc(Cl)cc1 | 17%
CCOC(=O)c1c(C)[nH]c(C(=O)Nc2cccc(S(=O)(=O)N(C)C)c2)c1C | ?
Cc1c(C(=O)C(=O)Nc2ccc(F)cc2)c2ccccc2n1C | -39%

(list continues)
smiles | ALOX12 inh
Cc1nc(-c2ccc(F)cc2)sc1C(=O)N[C@H](C(=O)O)C(C)C | -6%
COCC(=O)N(C1CCOCC1)C1CCN(C(=O)c2cccnc2C)CC1 | 26%
Cc1cnn(CC(=O)N2CCc3nn(Cc4ccccc4)c(=O)n3CC2)c1 | 34%
CC(Oc1ccccc1)C(=O)OCc1cc(=O)n2ccsc2n1 (stereo not drawn) | ?
CN(C)CCSc1ccc2c(c1)OCCCO2 | -23%
O=C(COc1ccccc1)N1CCNc2cnc(Nc3cccc(F)c3)nc2C1 | -16%[176 µM]
Cn1nnnc1C1CCCN(C(=O)c2ccc3cc[nH]c3c2)C1 (stereo not drawn) | 28%
CCCc1nc2ccc(Br)cn2c1Cc1ccccc1OC | -21%
CCN(CC)Cc1cnc2c(C(=O)N(C)C3Cc4ccccc4C3)cnn2c1 | 27%
CCn1nc(C(=O)OCC(=O)Nc2ccccc2Oc2ccccc2)c2ccccc2c1=O | 5%
CS(=O)(=O)N1CCCN(Cc2cn[nH]c2-c2ccc(F)cc2)CCNC(=O)CC1c1ccccc1 (stereo not drawn) | 39%
Cc1ccc(C(=O)Nc2ccc(-c3nc4ccccc4o3)cc2)cc1 | -4%

New compounds follow.
smiles | ALOX12 inh
O=C([C@H]1C[C@H](Oc2ccccc2)CN1C(=O)Nc1ccccc1)N1CCOCC1 | 21%
COc1cccc(CC(=O)Nc2ccccc2-c2ccccc2)c1 | ?
CNC(=O)c1ccc(CN(Cc2ccco2)C(=O)c2cc3ccc(C)cc3[nH]2)cc1 | ?
O=C(O)/C=C/c1cc(Br)c(-c2ccc(Cl)cc2Cl)o1 | 40µM*
O=C(CN(c1ccc(F)c(Cl)c1)S(=O)(=O)c1ccccc1)NCc1ccncc1 | 2%
CC1CCCCN1C(=O)CN1C(=O)N(c2cc(F)ccc2F)S(=O)(=O)c2ccccc21 (stereo not drawn) | 6%
Cc1cc(C)cc(NC(=S)N[C@H]2CO[C@H]3[C@@H]2OC[C@@H]3n2nnnc2Oc2cccc(N(C)C)c2)c1 | -13%
Cc1ccc2c(C)c(CCC(=O)Nc3ccccc3Cl)c(=O)oc2c1 | 9%
Cc1ccc(C)c(-c2nn(CC(=O)Nc3ccccc3)c(=O)c3c2CCCC3)c1 | -27%
COc1ccc(CCNC(=O)Nc2ccc3c(c2)c(=O)n(C)n3CC=C(C)C)cc1OC | ?
Cc1ccccc1CC(CC(=O)O)C(=O)O (stereo not drawn) | ?
O=C(NCCc1ccncc1)C1CN(C(=O)CCC2CCCC2)CC12CCOCC2 (stereo not drawn) | 7%

Remaining list, next part.
smiles | ALOX12 inh
N#Cc1ccc(/C=N/Nc2ccc(S(=O)(=O)Nc3cccc(Cl)c3)cc2[N+](=O)[O-])cc1 | 5%
COc1ccc2c3c([nH]c2c1)[C@@H](CO)N(C(=O)C1CCOCC1)CC31CCN(Cc2nccs2)CC1 | -14%
COc1ccc2cc(C(=O)N3CCN(Cc4ccccc4C)CC3)c(C)nc2c1 | 7%
O=C(Nc1ccc(Br)cc1)C1CCCCC1 | 16%
O=C1CCC2CN3CCc4c([nH]c5ccccc45)C3CC2C1 (stereo not drawn) | ?
Cc1ccc(CNc2nc(CN3CCNC(=O)C3)nc3ccccc23)o1 | 18%
Cc1noc(C)c1Cc1ccc(C(=O)NCC2Cn3cccc3C(=O)N2C)o1 (stereo not drawn) | -2%
Cc1ccc([C@H]2C[C@H](n3cc(COC(=O)c4ccccc4)nn3)[C@@H](O)CN2CC2CCCCC2)cc1 | -41%
Cc1ccc([C@H]2C[C@@H](O)[C@@H](O)[C@@H]2NC(=O)c2ccccn2)cc1 | 17%[176 µM]
COc1ccc(NC(=O)N[C@H]2CCN3C(=O)[C@@H](Cc4ccc(Cl)cc4)NC(=O)[C@@H]3C2)cc1 | 10%
Cc1ccc2nc(/C(C#N)=C/c3cc(C)c(C)cc3C)[nH]c2c1 | -3%
CCCN(CC1CCOC1)C(=O)Nc1cccc(Br)c1 (stereo not drawn) | 2%

The list continues.
smiles | ALOX12 inh
CCCn1nc(C(=O)OCC(=O)N2CCc3ccccc32)c2ccccc2c1=O | 24%
COc1ccc(CN2C[C@@H](CO)O[C@@H](n3cnc4c(NC5CCC5)ncnc43)C2)cc1 | -1%
CN(CC(=O)N1CCc2c(c(-c3nncn3-c3ccccc3)nn2C)C1)S(=O)(=O)c1cnc[nH]1 | 57%[activator]
CCOCCN1C(=O)COC[C@@H]1[C@H](O)c1ccc(NC(=O)c2cccnc2)cc1 | -2%[176 µM]
CC(C)Cn1cnc2c1c(=O)n(CC(=O)Nc1ccc3c(c1)OCCO3)c(=O)n2CC(C)C | -2%
Cc1oc(-c2cccc(C(F)(F)F)c2)nc1CN(C)Cc1ccon1 | 81%[activator]
CCCNc1nc2ccccc2nc1C(C#N)S(=O)(=O)c1ccc(Cl)cc1 (stereo not drawn) | ?
Cc1ccc(NC(C)(C)c2nnnn2-c2ccc(C)cc2)cc1 | 28%
CN(C)CC(C)(C)CNC(=S)NCCc1ccccc1 | 23%
CNc1nc2c(c(C(=O)N3CCCC3)n1)CN(C(=O)Cn1nccc1C)CC2 | -21%
CC(C)C(NC(=O)CCc1ccccc1)C(=O)O (stereo not drawn) | -20%
Cc1ccc(S(=O)(=O)NN=CC2(c3ccccc3)CC2)cc1 | -17%

Marked active in ALOX12 inh, of those listed so far:
smiles | ALOX12 inh
O=C(O)/C=C/c1cc(Br)c(-c2ccc(Cl)cc2Cl)o1 | 40µM*

Next structures
smiles | ALOX12 inh
CC(=O)N1CC2(CCN(Cc3cccc(C(N)=O)c3)CC2)Cc2ccccc21 | ?
COC(=O)[C@@H]1CCCN1Cc1ccc2c(c1)CN(Cc1cc(OC)c3c(c1)OCO3)CCO2 | 2%
O=C(Nc1ccccc1Cl)Nc1c(N2CCCC2)c2ccccc2oc1=O | -12%
Cn1nc(NC(=O)C2CCS(=O)(=O)C2)c2c(Oc3cccnc3)cccc21 (stereo not drawn) | ?
Cc1oc(-c2ccccc2)nc1C(=O)Nc1ccc(S(=O)(=O)N2CCCC2)cc1 | 1%
Cc1ccc(NC(=O)COC(=O)c2cccc(O)c2)c(Br)c1 | -2%
Cc1ccc(CNC(=O)Cn2ccn3nc4c(c3c2=O)CC(C)CC4)cc1 (stereo not drawn) | 7%
O=C(c1cc(-c2ccc(Cl)cc2Cl)c2cccn2n1)N1CCN(c2ncccn2)CC1 | 4%[6.33 µM]
COc1ccc(-n2cc3c(c2-c2ccccc2F)c(=O)n(C)c(=O)n3C)cc1 | ?
O=C(NC1CCN(c2cc(-c3ccc(Cl)cc3)[nH]n2)C1)c1ccc(F)cc1F (stereo not drawn) | 27%
CC(C)c1noc(-c2ccn3c(CNC(=O)Cc4ccc(F)cc4)nnc3c2)n1 | 39%[activator]
CC(C)CCNC(=O)c1ccc2c(c1)N(S(=O)(=O)c1ccccc1)CC2 | -4%

Six of the entries above in order of their number in ALOX12 inh, descending.
| smiles | ALOX12 inh |
| --- | --- |
| O=C(NC1CCN(c2cc(-c3ccc(Cl)cc3)[nH]n2)C1)c1ccc(F)cc1F (stereo not drawn) | 27% |
| Cc1ccc(CNC(=O)Cn2ccn3nc4c(c3c2=O)CC(C)CC4)cc1 (stereo not drawn) | 7% |
| Cc1oc(-c2ccccc2)nc1C(=O)Nc1ccc(S(=O)(=O)N2CCCC2)cc1 | 1% |
| Cc1ccc(NC(=O)COC(=O)c2cccc(O)c2)c(Br)c1 | -2% |
| CC(C)CCNC(=O)c1ccc2c(c1)N(S(=O)(=O)c1ccccc1)CC2 | -4% |
| O=C(Nc1ccccc1Cl)Nc1c(N2CCCC2)c2ccccc2oc1=O | -12% |

(further entries)
smiles | ALOX12 inh
O=C(CC1CCOCC1)NCC1CCN(Cc2cccc(F)c2)CC1 | 26%
O=C(c1ccc2c(c1)OCO2)N1CCN(c2ccc(Cl)nn2)C(=O)C1 | 19%[6.33 µM]
CC(C)(C)C(=O)N1CCCN(c2nc3ncccc3o2)CC1 | 31%[activator][176 µM]
CC(C)Oc1cc(F)ccc1-c1cc(C(=O)NCCCn2ccnc2)[nH]n1 | 6%
C[C@@H]1CCC[C@H](C)N1CC(=O)N1CCn2nc(Cc3ccccc3)cc2C1 | 88%[activator]
COC(=O)N1C[C@@H]2Oc3nccnc3O[C@@H]2C[C@@H]1c1ccccc1Br | 1%
COc1cccc(CN2CC3(C2)C(=O)N(Cc2cccc(Cl)c2)C(=O)[C@@H]2C[C@@H](O)CN23)c1 | ?
COCC(=O)N1CCC2(C1)C(=O)N(CCc1ccccc1)c1ccccc12 (stereo not drawn) | 22%&34%
COc1ccc([C@H]2N[C@]3(CCCN(Cc4ccc(Br)cc4)C3=O)[C@H]3C(=O)N(C)C(=O)[C@@H]23)cc1 | ?
COc1cc(OC)cc(C(=O)N2CCC3(CC2)N=C(c2ccc(C)cc2)NO3)c1 | 0%
Cc1cc(C)c(NC(=O)c2cc3ccccc3oc2=O)c(C)c1 | ?
O=C(NC1C[C@H]2CC[C@@H](C1)N2C(=O)c1ccc(Br)o1)c1ccncc1 (stereo partly drawn) | 49%[activator]
Cc1cccc(C)c1NC(=O)C(c1ccnc2ccccc12)n1c(=O)c(-c2ccccc2)nc2ccccc21 (stereo not drawn) | -17%
O=C(Cc1ccc(Cl)cc1)NCC1COc2ncncc2C(=O)N1Cc1ccccc1 (stereo not drawn) | ?
